NPYLR7 ag = activates Aedes aegypti NPYLR7 receptor. actives 0.15% (n = 270,000). activation, % at 10 µM. HEK293T NPYLR7/Galpha15, GCaMP6s calcium fluorescence; in the data active = activation above about 40%;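 also: 0% = vehicle and 100% = reference agonist at the receptor; some compounds past the cut are filed as inactive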
mcGAS inh = blocks mouse cGAS activity; Q8C6L5; recombinant cGAS, Kinase-Glo ATP depletion luminescence; inhibition, % at 12.5 µM; actives 0.15% (n = 160,000); AID 1259399;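 also: 0% = negative control wells and 100% = reference inhibitor with no enzyme activity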
hcGAS inh = blocks human cGAS activity; Q8N884; recombinant h-cGAS, ATP depletion, Kinase-Glo luminescence; inhibition, % at 12.5 µM; actives 0.081% (n = 290,000);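 also: 0% = vehicle reaction and 100% = reaction without DNA for no activity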
Target sequence (Q8N884 whole entry, looked up): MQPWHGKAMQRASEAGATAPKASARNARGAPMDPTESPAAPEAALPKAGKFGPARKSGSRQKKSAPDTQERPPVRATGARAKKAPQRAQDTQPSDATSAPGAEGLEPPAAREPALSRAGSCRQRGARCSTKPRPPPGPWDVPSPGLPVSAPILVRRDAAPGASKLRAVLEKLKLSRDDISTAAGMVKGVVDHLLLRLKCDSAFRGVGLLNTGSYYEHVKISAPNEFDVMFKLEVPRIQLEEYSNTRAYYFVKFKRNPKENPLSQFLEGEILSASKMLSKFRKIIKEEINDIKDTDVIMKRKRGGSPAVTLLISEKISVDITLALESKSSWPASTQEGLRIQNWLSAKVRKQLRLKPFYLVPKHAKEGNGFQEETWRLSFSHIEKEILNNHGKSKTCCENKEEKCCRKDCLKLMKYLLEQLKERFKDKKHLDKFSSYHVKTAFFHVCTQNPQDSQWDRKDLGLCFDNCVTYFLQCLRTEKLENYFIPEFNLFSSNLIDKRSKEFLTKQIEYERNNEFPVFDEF
* hit, by the source's call; . = not tested or not shown; & = joins results of further samples. Rule as the data show it, unless noted: active = inhibition above about 40%; inactive = the rest.

SMILES	NPYLR7 ag	mcGAS inh	hcGAS inh
CCOc1cccc(N2CCN(C(=O)c3cccs3)C(C)C2=O)c1 (stereo unspecified)	-8	-1	2
Cc1ccc(C(=O)NC(C)c2ccccn2)c(C)c1 (stereo unspecified)	0	.	-5
Cc1noc(C)c1CC(=O)N1CCC(CCC(=O)NCc2ccc(F)cc2)CC1	3	.	-6
O=C(Nc1cnc2n1CCCC2)C1COCCN1 (stereo unspecified)	0	-17	-6
CC(C)(C)N=C(NC(C)(C)C)C(C(Cl)=C(Cl)Cl)[N+](=O)[O-] (stereo unspecified)	-10	.	-6
CCOc1ccccc1C(=O)Nc1c2c(nn1C(C)(C)C)CS(=O)C2 (stereo unspecified)	-1	.	-5
C=CCC1(O)C(C)C(c2cc(OC)ccc2OC)NC(c2cc(OC)ccc2OC)C1C (stereo unspecified)	-3	.	-3
CCC(=O)N(Cc1ccc(OC)c(OCc2nc(CO)cs2)c1)C(C)C	23	-6	-4
Cn1ncc(Cl)c1C(=O)NC1CC(=O)N(Cc2cccc3ccccc23)C1 (stereo unspecified)	6	.	-9
CCCCCCCC(=O)N(Cc1ccc(F)cc1)C(C)C(=O)c1c(C)c(C(=O)OC)n(C)c1C (stereo unspecified)	17	-5	-2
CCCn1c(=NC(=O)C2=COCCO2)sc2cc(Cl)ccc21	0	-9	-5
Cc1nc(SCC(=O)NC(=O)NC(C)(C)C)c2c(C)c(C)sc2n1	-1	.	-6
COc1ccc(NC(=O)c2sc(=O)n(Cc3ccc(S(=O)(=O)N(C)C)cc3)c2C)cc1	8	.	-1
CCCCN(C(=O)c1cc(F)c(F)c(F)c1F)c1c(N)n(CCC)c(=O)[nH]c1=O	12	.	-8
CCc1ccc(CN(C)C(=O)c2cc(COc3ccccc3)[nH]n2)nc1	1	-5	-4

The last two compounds of the part before come first, to join the parts:
SMILES	NPYLR7 ag	mcGAS inh	hcGAS inh
CCCCN(C(=O)c1cc(F)c(F)c(F)c1F)c1c(N)n(CCC)c(=O)[nH]c1=O	12	.	-8
CCc1ccc(CN(C)C(=O)c2cc(COc3ccccc3)[nH]n2)nc1	1	-5	-4
CCCS(=O)(=O)Nc1ccc(F)c(C(=O)c2c[nH]c3ncc(-c4ccc(Cl)cc4)cc23)c1F	-4	-8	-7
O=C(CCCn1nnnc1CN1CCc2ccccc2C1)NC1CCOCC1	12	.	-8
CC1CC(C)CN(C(=O)c2cc3c(=O)n4ccccc4nc3n2C)C1 (stereo unspecified)	-2	.	-2
CCCCCCCC(=O)NCc1ccc(-c2ncc(-c3ccc(OC)cc3)[nH]2)cc1	-3	-7	-3
COc1cn(CC(=O)Nc2ccc(NC(C)=O)cc2)c(CSc2nccc(C)n2)cc1=O	-4	1	2
Cc1ccc(-n2nc3c(c2NC(=O)Cc2cccc4ccccc24)CS(=O)(=O)C3)c(C)c1	-1	.	-6
Cc1ccc(NC(=O)c2c(N)c(C(=O)c3ccc(C)c(C)c3)n3ccccc23)cc1	-4	-8	-7
NC1=NC(c2cccc(Br)c2)n2c(nc3ccccc32)N1 (stereo unspecified)	8&3	0	3&7
Cc1cc(-c2nnc(NC(=O)c3ccc(Cc4ccccc4)cc3)o2)nn1C	-7	-10	-3
COC(=O)c1c(C)c(C(=O)C(C)N(C)C(=O)Nc2c(C(C)C)cccc2C(C)C)c(C)n1C (stereo unspecified)	-7	-5	-6
NS(=O)(=O)NCC1CCCN(C(=O)COc2ccc(Br)cc2F)C1 (stereo unspecified)	6	.	-13
COCCN(CC(=O)N(Cc1ccccc1)Cc1ccco1)C(=O)NC1CCCCC1	-1	-5	-1
COc1cc(/C=C2/NC(=S)NC2=O)ccc1OCc1ccc(Cl)cc1Cl	-2	-6	-6
O=C(Nc1cc(-c2ccccc2)nn1-c1ccccc1Cl)c1ccc(F)c(Cl)c1	24	-6	-1
CC(C)C1CCCCC1NC(=O)N1CCC(CC(N)=O)CC1 (stereo unspecified)	8	.	-8

Shown with each value named: part of the list above.
> NS(=O)(=O)NCC1CCCN(C(=O)COc2ccc(Br)cc2F)C1 (stereo unspecified)
  NPYLR7 ag: 6	mcGAS inh: .	hcGAS inh: -13

> COCCN(CC(=O)N(Cc1ccccc1)Cc1ccco1)C(=O)NC1CCCCC1
  NPYLR7 ag: -1	mcGAS inh: -5	hcGAS inh: -1

> Cc1ccc(C(=O)NC(C)c2ccccn2)c(C)c1 (stereo unspecified)
  NPYLR7 ag: 0	mcGAS inh: .	hcGAS inh: -5

> COC(=O)c1c(C)c(C(=O)C(C)N(C)C(=O)Nc2c(C(C)C)cccc2C(C)C)c(C)n1C (stereo unspecified)
  NPYLR7 ag: -7	mcGAS inh: -5	hcGAS inh: -6

(listing goes on)
SMILES	NPYLR7 ag	mcGAS inh	hcGAS inh
Oc1[nH]c2ccc(Br)cc2c1N=Nc1ccc(C(F)(F)F)cn1	3	.	3
COc1ccc(CN2CCN(Cc3cn(C)nc3-c3ccccc3)CC2CCO)c(C)c1C (stereo unspecified)	4	.	-9
FC(F)(F)c1ccnc(Oc2ccc(CN3CCCC3)cc2Cl)c1	7	-17	-5
O=C(O)c1ccc(CSc2nnc(-c3ccncc3)n2-c2cccc(Cl)c2)cc1	-4	-6	-3
COCC(=O)N1CCC(C(=O)NCc2ccccc2-c2ccccc2)CC1	6	.	0
O=C(C1CC2CCC1C2)N1CCN(c2ccc(C(F)(F)F)cn2)CC1 (stereo unspecified)	11	.	3
CCN(CC(=O)Nc1cc(C)on1)CC(=O)NC1CCS(=O)(=O)C1 (stereo unspecified)	-1	.	-8
COc1ccc(CNC(=O)CCC2CCCN(C(=O)c3cc(C(C)C)no3)C2)c(OC)c1 (stereo unspecified)	2	.	-5
CCn1ncnc1C(C)NC(=O)c1cccc(NC(C)=O)c1 (stereo unspecified)	-2	.	3
COCC(=O)Nc1ccc(-n2nc(OC(C)C)nc2-c2ccccc2C)cc1	-8	-3	-5
CCOc1ncccc1CN1CCC(C(=O)NCCc2ccc(F)cc2)CC1	-8	-4	-8
CCNC(=O)C1Cc2cc(C(F)(F)F)ccc2N2CCCCC12 (stereo unspecified)	22	.	-8
COC(Cn1ccnc1-c1ccnc2ccccc12)c1cccs1 (stereo unspecified)	-2	.	-4
COc1ccc(F)c(CC2(CCC(=O)N(C)Cc3ccc4nccnc4c3)CCC(=O)N2)c1 (stereo unspecified)	0	-3	-3
N=c1n(Cc2ccccc2Cl)c2ccccc2n1CC(O)c1ccco1 (stereo unspecified)	-3	.	-3

Only NPYLR7 ag (4 entries from above):
Molecule,NPYLR7 ag
CCN(CC(=O)Nc1cc(C)on1)CC(=O)NC1CCS(=O)(=O)C1 (stereo unspecified),-1
COc1ccc(CNC(=O)CCC2CCCN(C(=O)c3cc(C(C)C)no3)C2)c(OC)c1 (stereo unspecified),2
CCn1ncnc1C(C)NC(=O)c1cccc(NC(C)=O)c1 (stereo unspecified),-2
COCC(=O)Nc1ccc(-n2nc(OC(C)C)nc2-c2ccccc2C)cc1,-8

New compounds follow
SMILES	NPYLR7 ag	mcGAS inh	hcGAS inh
CC1CN(C(=O)Nc2ccc(OCc3cccnc3)cc2)CC(C)O1 (stereo unspecified)	14	.	-10
O=C(CN1CCN(c2ncnc3ccsc23)CC1)NC1CC1	13	-7	-7
O=C(NCc1ccccn1)C1CCCN(C2CCN(C(=O)c3ccon3)CC2)C1 (stereo unspecified)	11	.	-10
COC(=O)c1ccccc1NC(=O)c1nn(-c2ccccc2C)c(=O)cc1OC	5	.	-7
CCNC(=O)CN(CC)C(=O)CCSc1ccccc1Br	13	.	1
CCC(C)NC(=O)C(C)NC(=O)C1C(C=C(C)C)C1(C)C (stereo unspecified)	0	.	2
Cc1ccc(S(=O)(=O)N2CCN(CCNC(=O)C(=O)NCc3ccccc3)CC2)cc1	-4	-8	-1
CCn1c(C2CCNCC2)nn(CC2CCCS(=O)(=O)C2)c1=O (stereo unspecified)	-1	.	-2
O=C(O)C1C2CCC(C2)C1C(=O)Nc1nc2ccccc2s1 (stereo unspecified)	0	-7	-6
CC(C)NC(=O)C1(C)CCN1C(=O)c1ccccc1Oc1ccccc1 (stereo unspecified)	-2	.	-5
C=CCCC(O)CN(Cc1ccco1)Cc1ccc(C)s1 (stereo unspecified)	18	-6	-6
COc1ccc2cc(C(C)C(=O)NCC3CCCO3)ccc2c1 (stereo unspecified)	-2	.	-6
COc1ccc2c(NCc3ccccc3OC)c(C#N)cnc2c1	-2	-5	-7
CN1C(=O)C=C(Nc2ccc(OCCO)cc2)C1=O	3	.	-2
O=C(Nc1ccccc1N1CCOCC1)C1Cc2cc(Cl)ccc2O1 (stereo unspecified)	-8	.	-11
COc1cccc(C(C)N(C)C(=O)COc2cccnc2)c1 (stereo unspecified)	4	-3	-3
CCCCCCN1CC2(CCN(Cc3cc(C#N)n(C)c3)CC2)OC1=O	.	-6	-13
N#CCCN(CCC#N)CN1C(=O)C2CC=CCC2C1=O (stereo unspecified)	1	-5	-7
COCCn1c(-c2ccccc2)nn(CN2CCN(c3ccc(C(C)=O)cc3)CC2)c1=S	8	.	-7
Cc1ccc(C(=O)N[C@@H]2C=C(C(=O)NCC(N)=O)C[C@@H](O)[C@@H]2O)cc1	-9	-5	-7
CC(=O)c1ccc(C(=O)N2CCCC(CCC(=O)Nc3ccc(F)cc3C)C2)s1 (stereo unspecified)	5	.	-9
O=C(c1ccco1)N(Cc1cccnc1)Cc1nccn1Cc1ccc(F)cc1	.	-10	-6
O=C(CN1CCCc2ccccc21)N=Nc1c(O)[nH]c2ccc(Cl)cc12	7	.	-6
COc1ccccc1OCc1nc(CN(C(=O)c2cccs2)C(C)C)cs1	-3	-1	0
O=S(=O)(Nc1cc(F)ccc1F)c1cc(Cl)cc(Cl)c1	5	.	-9
O=C(NCCNc1nc(-c2ccc(F)cc2)nc2ccccc12)c1cccc(F)c1	4	-3	-4
CCN(CC)c1ccc(CN(C(=O)CC(C)(C)C)C2CC2)c(OS(=O)(=O)c2ccc(NC(C)=O)cc2)c1	11	0	0
Cc1ccc(CNc2c3c(nc4ncnn24)CCC3)cc1Cl	-1	-10	-7
Cc1c(N)cnn1CCC(C)C	-8	-17	-8
CCc1cc(-c2cccc(C(C)N(C)C)c2)ccc1NC(C)=O (stereo unspecified)	8	-20	-4

Single records, from the list above. Values in the order: NPYLR7 ag | mcGAS inh | hcGAS inh
COc1ccc(NC(=O)c2sc(=O)n(Cc3ccc(S(=O)(=O)N(C)C)cc3)c2C)cc1 across the screens: 8 | . | -1
Cc1ccc(-n2nc3c(c2NC(=O)Cc2cccc4ccccc24)CS(=O)(=O)C3)c(C)c1 across the screens: -1 | . | -6
CCCCCCCC(=O)NCc1ccc(-c2ncc(-c3ccc(OC)cc3)[nH]2)cc1 across the screens: -3 | -7 | -3

Next section
SMILES	NPYLR7 ag	mcGAS inh	hcGAS inh
CCOC(=O)[C@@H]1CN(S(=O)(=O)c2cccs2)[C@H]2c3ccccc3O[C@@H]12	2	-7	-7
COC(=O)/C(C#N)=C\c1c(C)cc(C)c(COC(C)=O)c1C	-6	.	-8
CCCCCn1c(SCC#N)nc2cc(C(=O)NCC3CCCO3)ccc2c1=O (stereo unspecified)	-7	.	2
CCOc1nc(-c2cccc(F)c2)n(-c2ccc(NC(=O)c3cccc([N+](=O)[O-])c3)cc2)n1	-1	-5	-3
O=C(Cc1ccsc1)Nc1nccs1	2	.	0
C=C(C)Cn1c(SCC(=O)N/N=C\C(C)=C\c2ccccc2)nnc1-c1ccc(Br)cc1	-6	.	-2
COc1cn(CC(=O)NCc2ccc(C)cc2)c(CSc2nnnn2C)cc1=O	-5	-1	-4
O=C(NCCCn1ccnc1)c1nn2c(C(F)(F)F)cc(-c3ccco3)nc2c1Cl	-6	5	2
N#CCOc1cccc(NC(=O)c2cc(F)ccc2Br)c1	3	.	-14
COc1ccc2sc(N(Cc3ccccc3)C(=O)C3CCCN3S(C)(=O)=O)nc2c1 (stereo unspecified)	0	.	-4
CN(C)c1ccc(NC(=O)c2ccccc2Cl)cc1CN(Cc1ccc(F)cc1)C(=O)C1CC1	-14	-4	-6
CCCc1cc(=O)[nH]c(SCC(=O)N2CCC(C(=O)Nc3ccccc3)CC2)n1	-8	.	-1
O=C(NCCn1ncc2c(N3CCCCCC3)ncnc21)c1cc2ccccc2o1	-1	-7	-9
O=C(CNc1ccccc1Cl)N1CCCN(c2nccs2)CC1	0&0	-8	-2&-6
Cc1ccc(CCC(=O)NCC(=O)N2CC(C(N)=O)CCC2C)cc1 (stereo unspecified)	-5	.	-5
O=C(CNC(=O)C1CC1(c1ccccc1)c1ccccc1)NCCC1=CCCCC1 (stereo unspecified)	30	5	8
CN1CCC2(CCCN(C3CCC4(CCNCC4)CC3)C2)C1 (stereo unspecified)	2	-5	-1
Cc1ccc(-c2ccnc(-c3ccccc3C(=O)O)n2)c(C)n1	10	-10	-2
Cc1cc(C)n(C(=O)COc2ccc(Cl)cc2Cl)n1	-12	.	-4
CC(=O)Nc1ccc(CN2CCC2(C)C(=O)NC2CCN(Cc3ccccc3)CC2)cc1 (stereo unspecified)	7	.	-10
COCCN1C(=O)N(Cc2ccccc2)C2(CCN(Cc3ccco3)CC2)C1=O	6	-14	-2
CC1ON=C(c2ccc[nH]2)N(C)C1=O (stereo unspecified)	8	.	-9
O=Cc1ccc(/C=C2/NC(=S)NC2=O)cc1	-9	10	1
Cc1cc(C)n(CCNC(=O)CCc2c[nH]c3ccccc23)c(=O)n1	-2	.	-3
O=C1CN(C(=O)c2cccs2)CC(O)CN1Cc1cccs1 (stereo unspecified)	0	-8	6
COc1cccc(Cc2nsc(N(C)CC(=O)NCCC(c3ccccc3)c3ccccc3)n2)c1	14	-4	-4
CCC(=O)Nc1cccc(C(=O)Nc2cc(C#N)ccc2SC)c1	17	.	-6
Cc1ccc(-c2csc(NC(=O)C3=NNC(=O)CC3)n2)s1	-2	.	-3
COc1ccc(CNC(C)C)cc1OS(=O)(=O)c1ccc(F)cc1	1	.	-3
O=C(c1ccccc1F)N(Cc1c(-c2ccccc2)noc1N1CCSCC1)C1CC1	-6	-1	0
COC(=O)c1cc2n(n1)CCN(C(=O)[C@@]13CC[C@@](C)(OC1=O)C3(C)C)C2	-2	.	0

Screening results deposited in PubChem BioAssay by Fisher Drug Discovery Resource Center.
